# hIAP block – blocks human intestinal alkaline phosphatase | P09923 | purified IAP, CDP-Star luminescence, 30 min | inhibition, % at 10 µM | 0.12% of 330,000 active | AID 2544;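 active = inhibition reaching a set limit with compound at 10 µM in the primary screen, cut at about 35% in these data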;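 also: plate controls were DMSO wells with enzyme for no effect and no-enzyme buffer wells for full effect; values of inactives mirror those of a sister screen read the other way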
# mIAP inh – mouse IAP inhibition. purified mouse IAP, CDP-Star luminescence, 30 min. inhibition, % at 10 µM. 0.2% of 330,000 active. AID 2806;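 active = inhibition of at least 40% at 10 µM in the primary screen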;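 also: plate controls were DMSO with enzyme for no effect and no enzyme wells for full effect; values of inactives mirror those of a sister screen read the other way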
# mIAP activ – mouse IAP activation. muIAP, CDP-Star luminescence, 30 min; stronger effect = higher value; 1 = vehicle-only enzyme signal, 0 = enzyme-free wells. activation factor at 10 µM. 0.24% of 330,000 active;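 active = activation factor of at least 2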; also: the source names both 10 and 20 µM as test concentration; values of inactives mirror those of a sister screen read the other way
#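 Assay system: mouse IAP enzyme; Reagent: CDP-Star chemiluminescent phosphatase substrate; Compound: DMSO-dissolved test compounds; Incubation: 30 min, room temperature; Technique: luminescence from enzymatic CDP-Star hydrolysis; Controls: DMSO-only wells and no-enzyme negative control.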
# MPTP inh – inhibitors of mitochondrial permeability transition pore; isolated mouse mitochondria, Ca2+ swelling absorbance, 30 min; inhibition, % at 10 µM; 1.4% of 360,000 active;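 active = inhibition of 50% or more, scaled per plate between neutral and stimulator controls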;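 also: 0% = DMSO wells given calcium and 100% = 1 mM EGTA wells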
# APOBEC3A inh – blocks human APOBEC3A ssDNA deamination | recombinant A3A, FAM/TAMRA ssDNA deamination fluorescence | inhibition, % at 20 µM | 0.41% of 330,000 active | AID 493011;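 active = at least 40% inhibition at 20 µM here, with at most 30% in a related deaminase screen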;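 also: plate controls were A3A with DMSO for no effect and wells lacking A3A enzyme for full effect; some results filed as inactive read as strong as hits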
# Target sequence (P31941 whole entry, looked up): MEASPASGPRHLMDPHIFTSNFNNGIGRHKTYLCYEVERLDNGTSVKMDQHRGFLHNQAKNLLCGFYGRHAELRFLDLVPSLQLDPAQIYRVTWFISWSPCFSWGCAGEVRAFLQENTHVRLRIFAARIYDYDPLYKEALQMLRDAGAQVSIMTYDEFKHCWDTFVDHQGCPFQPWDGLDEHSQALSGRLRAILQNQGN
# MIN6 prolif – inducers of beta-cell replication in MIN6 cells; MIN6 cells proliferation, ATPlite luminescence, 48 h; cells starved in 0.2% serum; 100% = growth in 10% serum; proliferation, % at 10 µM; 0.29% of 330,000 active; AID 2380;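 active = compounds whose signal lies at least 3.5 SD above the mean of all wells on their plate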;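 also: 0% = DMSO-treated cells in low-serum medium and 100% = 10% serum control; some compounds called inactive have numbers as strong as hits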
# ATG4B inh – blocks human ATG4B protease cleavage of LC3 substrate | Q9Y4P1 | ATG4B cleavage of LC3-PLA2, NBD-HPC fluorescence, 1 h | inhibition, % at 8.33 µM | 0.51% of 340,000 active | AID 504462; in the data active = inhibition above about 40%
# Target sequence (Q9Y4P1 whole entry, looked up): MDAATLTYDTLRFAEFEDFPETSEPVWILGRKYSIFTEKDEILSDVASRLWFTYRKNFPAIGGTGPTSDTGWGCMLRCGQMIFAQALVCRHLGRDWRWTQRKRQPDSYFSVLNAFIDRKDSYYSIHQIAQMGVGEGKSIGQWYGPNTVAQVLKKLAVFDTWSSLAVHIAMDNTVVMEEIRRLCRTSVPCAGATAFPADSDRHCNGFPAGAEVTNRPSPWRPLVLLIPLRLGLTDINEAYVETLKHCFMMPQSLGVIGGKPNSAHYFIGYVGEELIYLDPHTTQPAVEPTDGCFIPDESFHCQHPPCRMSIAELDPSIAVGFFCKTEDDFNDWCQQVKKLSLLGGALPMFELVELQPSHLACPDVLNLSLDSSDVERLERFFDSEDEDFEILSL
# A3G deaminase – inhibitors of human APOBEC3G DNA deaminase; Q9HC16; 0.28% of 330,000 active; AID 493012; inhibition, % at 20 µM; recombinant A3G, ssDNA deamination FAM/TAMRA fluorescence;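 active = inhibition of at least 40% at 20 µM, with no more than 30% in the related APOBEC3A deaminase screen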;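 also: plate controls were DMSO wells with A3G for no effect and wells lacking A3G enzyme for full effect; some compounds called inactive have numbers as strong as hits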
# Target sequence (Q9HC16 whole entry, looked up): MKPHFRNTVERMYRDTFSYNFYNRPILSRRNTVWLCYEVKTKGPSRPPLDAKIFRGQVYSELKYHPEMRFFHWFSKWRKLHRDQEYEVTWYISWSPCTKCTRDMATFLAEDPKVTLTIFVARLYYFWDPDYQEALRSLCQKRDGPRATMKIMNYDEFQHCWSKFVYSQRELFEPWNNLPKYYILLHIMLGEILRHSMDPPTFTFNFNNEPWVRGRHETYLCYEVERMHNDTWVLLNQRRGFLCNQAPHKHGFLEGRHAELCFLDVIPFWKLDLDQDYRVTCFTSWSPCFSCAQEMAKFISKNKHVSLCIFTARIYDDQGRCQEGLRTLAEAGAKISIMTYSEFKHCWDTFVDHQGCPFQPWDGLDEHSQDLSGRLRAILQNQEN
# hIAP act – human IAP activation. activation factor at 10 µM. P09923. AID 2524. 0.16% of 330,000 active. purified human IAP, CDP-Star luminescence, 30 min; stronger effect = higher value; 1 = vehicle-only enzyme, 0 = enzyme-free background;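 active = activation factor of the enzyme at least 2-fold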; also: the source names both 10 and 20 µM as test concentration; values of inactives mirror those of a sister screen read the other way
# * marks the source's active call; other numbers are inactive results; . = not tested or not shown. Outcome played no part in choosing rows; overall some 3.3% were active at least once.
SMILES,hIAP block,mIAP inh,mIAP activ,MPTP inh,APOBEC3A inh,MIN6 prolif,ATG4B inh,A3G deaminase,hIAP act
Cc1ccc(Cn2c(=S)[nH]c3ccccc3c2=O)cc1,14,9,0.91,3.1,-5,0,3,-7,0.86
CCS(=O)(=O)c1ncc(Cl)c(C(=O)Nc2ccc(S(=O)(=O)N(C)c3ccccc3)cc2)n1,17,19,0.81,-3.6,2,-7,6,3,0.83
CC1=NN(c2cccc(Cl)c2)C(=O)C12CC(C)=C(C)CS2 (stereo not drawn),-6,-1,1,0.5,-5,-5,5,-9,1.1
O=C1NCCN(Cc2ccc(Cl)c(F)c2)C1CC(=O)N1CCc2ccccc2C1 (stereo not drawn),-5,8,0.92,0.0,-5,1,10,-3,1
COc1ccc(CCN(C)CC(O)COc2c(C)ccc(C)c2C)cc1OC (stereo not drawn),0,-5,1.1,0.2,-2,-4,-2,-3,1
COc1cccc(/C=c2\s/c(=C/C(=O)c3ccc(C)cc3)[nH]c2=O)c1OC,15,13,0.87,3.2,-3,0,33,-7,0.85
COc1ccc(OC)c(S(=O)(=O)N2CCC(C(=O)NCCc3ccccc3)CC2)c1,10,-5,1.1,1.2,-2,-2,-4,-10,0.91
COC(=O)c1c(-c2cccs2)csc1NC(=O)c1cccnc1,-14,-6,1.1,1.8,-2,2,-6,-4,1.1
CC1CN(S(=O)(=O)c2ccc(C(=O)Nc3nnc(-c4ccco4)o3)cc2)CC(C)O1 (stereo not drawn),-10,-2,1,1.4,3,-2,-3,3,1.1
COc1ccc(N2C(=O)CC(N3CCN(S(=O)(=O)c4ccc(Cl)cc4)CC3)C2=O)cc1 (stereo not drawn),-26,3,0.97,0.2,2,-1,-7,-4,1.3
Cc1onc(C(=O)Nc2c(C)n(C)n(-c3ccccc3)c2=O)c1[N+](=O)[O-],6,19,0.81,1.0,1,2,-4,-5,0.94
NC(=O)C1CCN(c2c([N+](=O)[O-])cc(C(F)(F)F)cc2[N+](=O)[O-])CC1,2,2,0.98,3.3,-2,-2,-2,-10,0.98
O=C(COc1cccc2ccccc12)Nc1cc(Cl)ccc1C(=O)O,-4,15,0.85,5.3,-3,-6,8,-5,1
Cc1ccc(S(=O)(=O)NC(C(=O)Oc2ccc3ccc(=O)oc3c2)c2ccccc2)cc1 (stereo not drawn),-4,-3,1,1.4,2,3,18,4,1
CCN1CCN(CC(=O)N2N=C(c3cccs3)CC2c2ccc(OC)cc2)C(=O)C1=O (stereo not drawn),-13,-10,1.1,-0.6,7,-3,-6,-6,1.1
Cc1cc(Cl)c(S(=O)(=O)NCC2CCCO2)cc1OCC(=O)NC1CCCCC1 (stereo not drawn),3,6,0.94,13,-1,0,-8,-3,0.97
Cc1nc(-c2ccccc2)sc1C(=O)O,11,5,0.95,-0.6,0,-4,-10,-2,0.89
CCc1cc(S(=O)(=O)N2CCN(C(=O)c3ccco3)CC2)ccc1OC,4,-5,1,0.2,2,-2,-7,-9,0.96
CCC1=C2CC[C@H]3C(=O)N(CC)C(=O)[C@H]3[C@H]2[C@@]2(Cc3ccccc3)C(=NCc3ccccc3)OC(=O)N2C1=O,-9,9,0.91,1.0,-1,-4,2,-4,1.1
COc1ccc(-n2c(C)cc(C(=O)COC(=O)c3ccc(O)cc3O)c2C)cc1,13,11,0.89,3.0,-6,-6,11,-5,0.87
COc1ccc(Cl)cc1NC(=O)COC(=O)CCNC(C)=O,16,-9,1.1,1.5,-3,2,-1,-4,0.84
CN1CCN(Cn2cc(/C=C/C(=O)c3ccccc3)c3ccccc32)CC1,8,-1,1,1.9,-1,-5,3,-3,0.92
N#C/C(=C\c1cccs1)C(=O)NCc1cccnc1,6,-4,1,0.3,1,-2,1,-1,0.94
CCc1ccccc1NC(=S)N1CCCCCC1,-24,-10,1.1,0.2,-3,-3,0,-2,1.2

# Structural class, the compounds so far with a furan ring, fused or not.
SMILES,hIAP block,mIAP inh,mIAP activ,MPTP inh,APOBEC3A inh,MIN6 prolif,ATG4B inh,A3G deaminase,hIAP act
CC1CN(S(=O)(=O)c2ccc(C(=O)Nc3nnc(-c4ccco4)o3)cc2)CC(C)O1 (stereo not drawn),-10,-2,1,1.4,3,-2,-3,3,1.1
CCc1cc(S(=O)(=O)N2CCN(C(=O)c3ccco3)CC2)ccc1OC,4,-5,1,0.2,2,-2,-7,-9,0.96

# Next records
SMILES,hIAP block,mIAP inh,mIAP activ,MPTP inh,APOBEC3A inh,MIN6 prolif,ATG4B inh,A3G deaminase,hIAP act
Cc1ccc2nc(-c3ccccc3)cc(C(=O)NNC(=O)c3csc(N4CCOCC4)n3)c2c1,-60,7,0.93,-1.6,0,-2,-16,-3,1.6
CC(SCc1ccc(C(=O)O)o1)c1ccc(C(=O)O)o1 (stereo not drawn),-19,-9,1.1,-0.2,5,2,6,-1,1.2
COc1ccccc1N1CCN(C(=O)c2cc3cc(Br)ccc3oc2=O)CC1,13,3,0.97,-1.7,-4,0,-8,-3,0.87
Cc1ccc(-n2nc3c(c2NC(=O)C(C)C)CS(=O)(=O)C3)cc1,6,-1,1,-1.6,-4,1,0,-6,0.94
CCOC(=O)C(CC)(CCC(=O)OC)c1csc(Nc2ccccc2O)n1 (stereo not drawn),3,-3,1,.,0,-1,.,-5,0.97
O=C(NC(CC(=O)N1CCN(c2ccccc2O)CC1)c1ccccc1)c1ccccc1Cl (stereo not drawn),0,-14,1.1,0.3,-3,-1,-16,-2,1
Cc1cc(Cl)ccc1NC(=O)CCCN1C(=O)CCC1=O,7,2,0.98,-2.8,-1,-2,-8,-6,0.93
COc1cccc(CC(NC(C)=O)C(=O)NC2CCN(c3nc(C)cc(C)c3C#N)CC2)c1OC (stereo not drawn),4,-5,1,-1.2,-2,-2,0,-1,0.96
CC[C@]12c3[nH]c4ccc(OC)cc4c3CCN1C(=O)C(CC(=O)NC(C)(C)C)C[C@@H]2C(=O)N1CCN(C(=O)c2ccco2)CC1 (stereo partly drawn),.,-8,1.1,-1.7,4,.,-6,7,.
COc1cccc(OC)c1C(=O)OCC(=O)NC1CCCCCC1,-10,-10,1.1,1.4,7,-2,-2,2,1.1
Cc1ccc(NC(=O)CCCNC(=O)c2ccc(Cl)cc2)cc1S(=O)(=O)N1CCOCC1,7,6,0.94,-0.5,-3,-2,-11,-5,0.93
Cc1ccc(N2C(=O)CC(N3CCN/C3=C3\CC/C(=C\c4ccccc4)C3=O)C2=O)cc1 (stereo not drawn),-2,1,0.99,-4.7,1,-4,-8,-4,1
COc1cc(C(=O)Nc2ccccc2C(=O)NCc2cccnc2)cc(OC)c1OC,11,1,0.99,0.1,-1,0,7,-6,0.89
COc1ccccc1OCCNC(=O)C(CCSC)NC(=O)c1ccccc1Cl (stereo not drawn),-10,-10,1.1,0.1,0,-3,-6,9,1.1
CC(NC(=O)c1ccccc1)C(=O)N/N=C/c1cccc([N+](=O)[O-])c1 (stereo not drawn),-4,10,0.9,-2.6,-5,-3,-3,-6,1
O=C(NC(=S)NCC1CCCO1)c1ccccc1F (stereo not drawn),-2,-1,1,0.5,3,-3,-8,0,1
Cc1ccc([C@H]2C(C(=O)O)=CC[C@@H](c3ccc(Cl)cc3)N2S(=O)(=O)c2ccccc2C)cc1,4,10,0.91,1.5,-2,-4,18,-6,0.96
Cc1ccc(C(=O)C(C(=O)/C=C/c2ccccc2)=C2SCCCS2)cc1,13,9,0.91,-2.0,-3,-1,5,-3,0.87
CC(OC(=O)c1cccc(S(=O)(=O)N2CCCC2)c1)C(=O)c1ccccc1 (stereo not drawn),-23,3,0.97,0.7,-1,-1,2,-7,1.2
COc1cccc(CNC(=O)Cc2ccc(NC(=O)C3=C(C)OCCS3)cc2)c1,-18,6,0.94,1.1,-3,-5,-10,-6,1.2
Cc1ccc2c(c1)N(CC(=O)NCCc1c[nH]c3ccccc13)C(=O)CO2,1,-14,1.1,-1.7,1,0,-2,-2,0.99
CC1CC(C)CN(C(=O)COc2ccc([N+](=O)[O-])cc2Cl)C1 (stereo not drawn),-1,-8,1.1,-0.3,-4,1,-2,-10,1
Cc1[nH]c(C)c(S(=O)(=O)N2CCN(c3cccc(Cl)c3)CC2)c1C(=O)N1CCCCC1,-10,3,0.97,-2.7,-4,-1,-11,0,1.1
CC(C)(C)OC(=O)N1CCC(C(=O)N[C@@H](Cc2c[nH]c3ccccc23)C(=O)O)CC1,-2,1,0.99,0.4,0,-4,-6,-3,1

# Entries of single compounds from above:
# `CC(C)(C)OC(=O)N1CCC(C(=O)N[C@@H](Cc2c[nH]c3ccccc23)C(=O)O)CC1` is listed as hIAP block = -2; mIAP inh = 1; mIAP activ = 0.99; MPTP inh = 0.4; APOBEC3A inh = 0; MIN6 prolif = -4; ATG4B inh = -6; A3G deaminase = -3; hIAP act = 1
# `COc1cc(C(=O)Nc2ccccc2C(=O)NCc2cccnc2)cc(OC)c1OC` is listed as hIAP block = 11; mIAP inh = 1; mIAP activ = 0.99; MPTP inh = 0.1; APOBEC3A inh = -1; MIN6 prolif = 0; ATG4B inh = 7; A3G deaminase = -6; hIAP act = 0.89

# Following part:
SMILES,hIAP block,mIAP inh,mIAP activ,MPTP inh,APOBEC3A inh,MIN6 prolif,ATG4B inh,A3G deaminase,hIAP act
CCOC(=O)N1CCN(C(=O)c2ccc3nc4cc(Cl)ccc4c(=O)n3c2)CC1,-3,-6,1.1,-4.2,38,-3,-5,-8,1
Cc1ccc(S(=O)(=O)N2CCCCC2)cc1NC(=O)c1cccs1,-12,4,0.96,0.1,-2,2,-28,-4,1.1
Cc1ccc(NC(=O)Cc2cn3ccsc3n2)nc1,-6,-1,1,-8.5,4,0,-2,-3,1.1
COc1ccc(NS(=O)(=O)c2cc(NC(=O)[C@@H](NC(=O)c3ccccc3)C(C)C)ccc2C)cc1,-17,4,0.95,2.1,3,-3,0,3,1.2
CCOc1ccc(S(=O)(=O)/N=C(/Nc2ccc(C)c(S(=O)(=O)N3CCOCC3)c2)c2ccccc2)cc1,9,2,0.98,-1.1,0,0,-21,-2,0.91
O=C(CN1C(=O)c2ccccc2S1(=O)=O)NCCSCc1ccco1,-16,2,0.98,1.4,3,-1,6,-1,1.2
Cc1cc(C)nc(/N=C(\N)Nc2ccc(S(=O)(=O)Nc3nccc(C)n3)cc2)n1,-16,-8,1.1,-1.2,3,1,-14,-1,1.2
